Bioassay records as filed in PubChem BioAssay.
Jurkat tox 60K: cytotoxic compounds reducing Jurkat cell viability. Jurkat E6.1 viability, ATP luminescence, 48 h. AID 463. inhibition, % at 4 µM. 1.2% of 56,000 active;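 active means inhibition above the mean inhibition of all tested compounds plus 3 SD, cut at about 28% in these data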
TNAP act DEA: human TNAP activation, intermediate phosphate acceptor; P05186; purified TNAP, CDP-star luminescence, 100 mM DEA, 30 min; hits give high values; scale: 0 levamisole-inhibited, 1 vehicle-only enzyme; activation factor at 20 µM; 64,000 tested, under 10 active;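 active means activation factor of at least 2 at 20 µM, relative to controls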
D1 mod: D1 dopamine receptor (human) allosteric modulation; P21728; HEK293 D1, CRE-luciferase, dopamine EC30 potentiation; actives deviate in either direction; B-score at 10 µM; 5.9% of 58,000 active; AID 641;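 active means luminescence count or its row- and column-corrected plate score outside the 99.7% band of the plate's sample wells, on either side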
Ec RNAP inh: blocks E. coli RNA polymerase transcription. AID 559. inhibition, %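 (tested at 10 µM)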. 0.2% of 62,000 active. fluorescence transcription assay; in the data active means inhibition above about 20%;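 further: 0% = enzyme without compound and 100% = no enzyme blank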
Target sequence (P0A8V2 whole entry, looked up): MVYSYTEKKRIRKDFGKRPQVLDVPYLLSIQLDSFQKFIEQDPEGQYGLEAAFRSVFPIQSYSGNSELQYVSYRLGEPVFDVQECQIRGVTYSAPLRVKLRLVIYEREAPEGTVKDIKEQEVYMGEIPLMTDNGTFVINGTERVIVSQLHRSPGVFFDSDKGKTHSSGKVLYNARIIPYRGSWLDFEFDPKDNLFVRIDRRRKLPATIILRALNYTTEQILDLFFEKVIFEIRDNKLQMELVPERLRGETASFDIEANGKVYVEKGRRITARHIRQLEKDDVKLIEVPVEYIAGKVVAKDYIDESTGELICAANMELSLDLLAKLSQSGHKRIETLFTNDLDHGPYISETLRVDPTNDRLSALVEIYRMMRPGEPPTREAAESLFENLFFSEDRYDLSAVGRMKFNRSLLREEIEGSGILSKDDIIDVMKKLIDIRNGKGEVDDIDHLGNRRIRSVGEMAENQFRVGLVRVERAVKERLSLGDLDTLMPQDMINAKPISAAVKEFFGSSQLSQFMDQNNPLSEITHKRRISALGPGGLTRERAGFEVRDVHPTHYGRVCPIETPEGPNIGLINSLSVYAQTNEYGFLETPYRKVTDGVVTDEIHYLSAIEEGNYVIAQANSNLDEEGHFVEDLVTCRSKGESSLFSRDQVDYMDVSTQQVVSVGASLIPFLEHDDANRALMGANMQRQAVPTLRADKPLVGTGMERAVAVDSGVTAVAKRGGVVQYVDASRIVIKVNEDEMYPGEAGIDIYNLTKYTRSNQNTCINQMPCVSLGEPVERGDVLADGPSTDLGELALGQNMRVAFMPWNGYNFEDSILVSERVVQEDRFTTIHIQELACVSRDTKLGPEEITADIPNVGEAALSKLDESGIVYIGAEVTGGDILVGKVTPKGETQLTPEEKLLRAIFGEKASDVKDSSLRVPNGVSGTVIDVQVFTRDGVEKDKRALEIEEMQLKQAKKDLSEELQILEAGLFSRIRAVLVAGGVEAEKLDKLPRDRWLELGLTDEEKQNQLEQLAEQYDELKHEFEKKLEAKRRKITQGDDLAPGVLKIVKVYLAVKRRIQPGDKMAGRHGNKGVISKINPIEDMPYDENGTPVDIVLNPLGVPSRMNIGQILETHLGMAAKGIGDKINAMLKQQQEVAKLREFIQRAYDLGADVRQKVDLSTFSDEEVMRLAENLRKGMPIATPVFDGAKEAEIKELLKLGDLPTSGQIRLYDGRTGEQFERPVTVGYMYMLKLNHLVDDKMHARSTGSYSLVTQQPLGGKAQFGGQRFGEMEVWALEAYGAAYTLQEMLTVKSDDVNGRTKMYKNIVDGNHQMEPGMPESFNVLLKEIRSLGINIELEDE
M1 antag: blocks the rat M1 muscarinic receptor response to acetylcholine | P08482 | CHO-M1 cells, Fluo-4 calcium, ACh EC80 antagonist mode; hits give low values | B-score at 10 µM | 3.4% of 64,000 active;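 active means calcium fluorescence response, raw or row-and-column corrected B-score, differing from the plate sample mean either way at a set confidence level, mostly lower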
S1P3 ag: S1P3 (human) receptor agonism | Q99500 | S1P3 NFAT-BLA reporter cells, FRET ratio; relative to 1 µM S1P, basal subtracted | 0.1% of 60,000 active | activation, % at 4.5 µM;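 active means activation above the screen-wide mean plus 3 SD, cut at about 4.5% in these data, passing the limit was not always enough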; further: some compounds called inactive have numbers as strong as hits
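Assay system: CHO cells stably expressing human S1P3, Gα16 and NFAT-β-lactamase reporter. Timing: overnight plating, 4 h compound 37 °C, 2 h substrate RT. Signal: β-lactamase FRET emission ratio 460/535 nm. Measure: percent activation versus median 1 µM S1P response, basal-subtracted, per plate. Repeats: primary screen single test, confirmation screen in triplicate.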
M1 ag: agonists of M1 muscarinic receptor; 3% of 64,000 active; AID 626; CHO-M1 cells, Fluo-4 calcium fluorescence, agonist mode; hits give high values; B-score at 10 µM;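 active means fluorescence rise, raw or as B-score row- and column-corrected plate score, outside the 99.7% band of its plate's samples, either direction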
HEK293 NFkB inh: inhibitors of the PMA/ionomycin-induced NF-kB reporter in HEK293 cells | AID 465 | 0.21% of 62,000 active | HEK-293 NF-kB luciferase reporter, luminescence | inhibition, % at 3 µM;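 active means inhibition above the mean of all tested compounds plus 3 SD, cut at about 40% in these data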;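 further: 0% = stimulated DMSO wells and 100% = 10 µM reference inhibitor 5653914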
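Timing: 1 h pretreatment, 16 h stimulation, 37 °C; system: HEK-293 cells with stable firefly luciferase reporter driven by four HIV NF-kB elements; doses: 3 µM once, 0.30% DMSO; measured by: luciferase luminescence; control set: DMSO and 10 µM reference inhibitor; repeats: single test; reagent: PMA plus ionomycin mix as NF-kB-activating stimulus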
S1P1 ag pot: agonists and agonism potentiators of human S1P1 receptor; P21453; S1P1 CRE-bla cells, forskolin, beta-lactamase FRET, potentiator mode; S1P1 agonist co-added at EC20, 2 nM; 100% = saturating reference agonist, 0% = basal; activation, % at 9.5 µM; 0.57% of 56,000 active; AID 449;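 active means activation above a cutoff set at the mean activation of all tested compounds plus 3 SD, cut at about 54% in these data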;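 further: forskolin at 4 µM as EC80 and the EC20 agonist is SEW2871; 100% = SEW2871 at its EC100 plus forskolin at EC80; some compounds past the cut are filed as inactive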
Starred values were filed as active, the others as inactive; . = not tested or not shown.

Order of results – M1 ag | S1P1 ag pot | Ec RNAP inh | TNAP act DEA | S1P3 ag | D1 mod | Jurkat tox 60K | M1 antag | HEK293 NFkB inh
> CCOC(=O)c1ccc(N2C(=O)CC(N(C)CCc3ccc(OC)c(OC)c3)C2=O)cc1 (configuration not stated)
→ -0.11 | -35 | 1 | 0.8 | -1.6 | 0.75 | -12 | -1.1 | 18
> O=C(NC1CCC(NC(=O)C2CCCO2)CC1)C1CCCO1 (configuration not stated)
→ 0.013 | -9 | 8 | 1 | -1.2 | 0.0065 | -2 | -0.031 | 12
> O=C(CC1Sc2ccccc2NC1=O)Nc1cccc(C(=O)O)c1 (configuration not stated)
→ -0.47 | 4 | 5 | 1 | 0.3 | -0.53 | -6 | -0.043 | 9
> Cc1cc(C)nc(NC(=O)CN2C(=O)c3ccccc3C2=O)n1
→ -0.13 | -4 | 3 | 0.9 | -0.2 | 0.23 | -2 | -0.0034 | 15
> COC(=O)c1cc(Br)c(=O)n(Cc2ccc(C(=O)O)cc2)c1
→ 0.093 | -9 | . | 0.9 | 0.2 | -0.97 | -3 | 0.33 | 14
> COc1cc2c(C#N)c(N3CCc4ccccc4C3)nc(N)c2c(N)n1
→ 0.8 | -39 | 0 | 1 | 0.8 | -1.1 | 0 | -0.69 | 6
> CCn1nccc1C(=O)Nc1cc(Cl)ccc1Cl
→ 1.4 | -22 | 10 | 0.9 | 0.8 | 2.3* | 5 | 0.27 | 21
> N#CC1=C(N)C(C#N)(C#N)C(c2cccnc2)C2COCC=C12 (configuration not stated)
→ -0.94 | -10 | 1 | 0.9 | 0.4 | 0.84 | -1 | 0.74 | 20
> O=C(CN1CCCCC1)NCCNC(=O)CN1CCCCC1
→ 0.65 | . | 7 | 1 | -0.5 | -1.2 | -4 | 1.1 | 4
> O=C(CC1N=C2c3ccccc3N=C(SCc3ccc(F)cc3)N2C1=O)NCc1ccco1 (configuration not stated)
→ . | 12 | 8 | 0.9 | -1.0 | . | 10 | . | 20
> CSc1nc(N)nc(SC2C=CCCC2)c1C#N (configuration not stated)
→ 0.54 | . | 7 | 0.9 | 0.0 | . | 6 | -0.16 | 1
> CCOC(=O)N1CCC(NC(=O)CN2C(=O)CSc3nc(C)cc(C)c32)CC1
→ -0.68 | -2 | 10 | 0.9 | -1.1 | 0.21 | -1 | -0.49 | -4
> Oc1ccc2ccccc2c1/C=N/n1cnnc1
→ -0.26 | -2 | 9 | 0.8 | 0.7 | . | . | 0.013 | .
> CC(=O)C1=C(C)N=c2s/c(=C/c3ccc4c(c3)OCO4)c(=O)n2C1c1ccc(N(C)C)cc1 (configuration not stated)
→ -1.9 | . | 3 | 0.8 | . | 0.29 | . | 0.52 | 20
> O=C(CC(SCc1ccco1)c1ccc(O)cc1)c1cccs1 (configuration not stated)
→ 0.86 | -1 | 3 | 0.6 | -0.6 | . | 25 | -0.37 | 18
> CC1=Nn2c(nnc2-c2cc(-c3ccccc3)n[nH]2)SC1
→ -0.14 | -11 | -3 | 0.8 | 0.1 | -0.9 | -2 | -0.072 | 10
> CCCn1c(=O)c(C(=O)Nc2ccccc2C(=O)OC)c(O)c2ccccc21
→ 0.082 | -6 | 7 | 0.9 | 0.4 | 0.27 | 1 | -0.31 | 6
> COc1ccccc1C(=O)N(Cc1ccco1)C1CCS(=O)(=O)C1 (configuration not stated)
→ -1.2 | 8 | 5 | 1 | -0.5 | 0.47 | 0 | 0.18 | 6
> Cc1ccc(NC(=O)CSC2=C(C#N)C(c3ccco3)C3=C(CCCC3=O)N2)cc1 (configuration not stated)
→ 0.15 | -6 | 6 | 0.9 | -2.8 | . | . | -1.9 | .
> COc1ccc(-n2nc3cc(C)c(NC(=O)C(C)C)cc3n2)cc1
→ -0.12 | -5 | -1 | 1 | -1.0 | -4.2 | -4 | 0.16 | -40
> CC1(C)NC(=O)N(CCCOc2ccc(Br)cc2Cl)C1=O
→ 0.48 | -21 | -4 | 0.8 | -0.6 | -0.25 | 1 | 0.63 | 0
> CCOC(=O)c1ccc(NS(=O)(=O)c2cc(-c3nnnn3CC)ccc2OC)cc1
→ . | -3 | 5 | 0.9 | -0.5 | . | 6 | . | 16
> Cc1oc2cc(O)ccc2c(=O)c1N1C(=O)c2ccccc2C1=O
→ -0.63 | 18 | -6 | 0.9 | -1.9 | 0.32 | 0 | -1.3 | 6
> COC(=O)c1c(NC(C)=O)sc2c1CCCC2
→ 0.047 | -26 | 3 | 1 | -0.5 | 5.5* | 1 | 0.2 | 6
> C=CCn1c(=O)c(C#N)cc2c(=O)n3ccccc3nc21
→ -0.0043 | -80 | -30 | 0.9 | 5.2* | -0.2 | -1 | -0.86 | 8
> Cc1cc(C)c2nc(N3CCCN(C(=O)c4cnccn4)CC3)c(C#N)cc2c1
→ -0.32 | 8 | . | 1 | -1.4 | -0.25 | -8 | 0.4 | -5
> CC(C(=O)c1ccccc1)n1cnc2ccccc2c1=O (configuration not stated)
→ -0.26 | 10 | 11 | 0.9 | -0.2 | 0.075 | -6 | -10* | 0
> C=C(C)CSc1nc(N)c(C#N)c(-c2ccc(C)cc2)c1C#N
→ -0.098 | 37 | 11 | 1 | 0.5 | -0.71 | 3 | 0.74 | 13
> C=CCn1c(-c2ccc(OC)c(OC)c2)cs/c1=N\c1ccccn1
→ 0.29 | 0 | -1 | 1 | -0.8 | 2.8 | 9 | -0.13 | -2
> CC(=O)Nc1ccc(NC(=O)CSc2nnc(C3CC3)n2C)cc1
→ 0.23 | -12 | 7 | 1 | -1.0 | -0.21 | -2 | -0.011 | 5
> COc1ccc(N(CC(=O)NCCSc2ccccn2)S(C)(=O)=O)cc1Cl
→ -0.65 | . | 9 | 0.9 | . | -0.065 | . | -0.081 | 10
> C=CCNc1ncnc2ccccc12
→ -1 | -21 | 6 | 0.9 | 0.0 | -0.96 | 4 | 0.41 | -2
> Cc1cc(/C=N/n2cnnc2)c(C)n1-c1cccc(Cl)c1
→ -0.43 | -10 | 11 | 0.9 | 0.7 | 0.16 | -5 | 0.42 | -6
> CC(C)CCNC(=O)C1CCN(C(=O)N(C)C)CC1
→ 0.2 | -25 | 10 | 0.9 | 0.2 | 0.91 | -7 | -0.039 | 6
> COc1ccccc1Oc1c(C)oc2c(CN3CCN(C)CC3)c(O)ccc2c1=O
→ 0.45 | -2 | -4 | 0.9 | -1.1 | . | -1 | 0.6 | -3
> CC(C)CCn1c(N)c(S(=O)(=O)c2cccs2)c2nc3ccccc3nc21
→ -0.29 | -20 | -1 | 0.8 | 0.3 | 4.1 | -9 | -0.15 | 4
> O=C(CN(C1CCCCC1)S(=O)(=O)c1ccc(F)cc1)NC1CC1
→ 0.3 | -1 | 5 | 0.9 | -1.5 | 0.049 | 3 | -0.03 | 14
> OCCOCCn1c(-c2ccccc2)nc(=S)c2c1CCCC2
→ 1.2 | -12 | -3 | 1 | 0.2 | . | -2 | -0.025 | 3
> CC1CC(C)CN(C(=O)COC(=O)CNS(=O)(=O)/C=C/c2ccccc2)C1 (configuration not stated)
→ 0.19 | -27 | 2 | 0.9 | 0.0 | -1.1 | -6 | 0.58 | 13
> O=C(C1Cc2ccccc2CN1S(=O)(=O)c1cccs1)N1CCCCC1 (configuration not stated)
→ 0.045 | -6 | 7 | 0.9 | -0.7 | -0.42 | -2 | 0.45 | 5
> CCOC(=O)c1cc(-c2cc3ccccc3o2)nc2c1c(=O)[nH]c(=O)n2CCOC
→ 0.16 | 8 | -14 | 1 | -0.7 | . | 2 | 0.29 | 29
> CCC(C)Nc1nc(OC)nc(N(C)C#N)n1 (configuration not stated)
→ -0.039 | -2 | . | 0.9 | -2.1 | 6.9* | . | 0.0047 | .
> Cc1ccc(NC(=O)CS(=O)CC(=O)Nc2cccc(C)c2C)cc1F (configuration not stated)
→ -0.54 | 13 | -3 | 1 | -0.6 | 1.2 | 2 | -0.17 | 14
> CCOC(=O)N1CCN(C(=O)C2c3cc(OC)c(OC)cc3C(=O)N3CCc4ccccc4C23)CC1 (configuration not stated)
→ 0.066 | -15 | 2 | 1 | -1.0 | -1 | -5 | -0.15 | 3
> Cc1ccc(-n2c(C)cc(C3N=C(N)Nc4nc5ccccc5n43)c2C)c(C)c1 (configuration not stated)
→ -0.65 | -15 | 3 | 1.3 | 0.0 | -0.0039 | -3 | -0.038 | 14
> CC(C)(C)C1=Nn2c(nnc2-c2ccccn2)SC1
→ -0.21 | -4 | 9 | 0.8 | 3.0 | . | . | 0.22 | .
> COc1ccc(C2N3CC4(C)CN2CC(C)(C3)C4=O)cc1OC (configuration not stated)
→ -0.082 | -16 | 4 | 0.9 | -0.2 | 0.54 | -4 | 0.14 | 15
> COc1ccccc1CC(=O)Nc1ccc(O)cc1C(=O)O
→ 0.3 | . | 9 | 1 | -0.4 | 0.019 | 3 | -0.012 | 4
> COc1ccc(CN(C(=O)CN2C(=O)C(C)Oc3ccccc32)C2CCCC2)c(OC)c1 (configuration not stated)
→ 0.059 | -4 | 3 | 0.9 | 0.7 | -1.6 | 0 | -0.74 | 11
> CCOC(=O)N1CCN(c2cc(C)nc3nc(C)nn23)CC1
→ 0.26 | -19 | 5 | 0.8 | -0.8 | . | 1 | 0.3 | 11
> CN1CCN(S(=O)(=O)c2ccc(-c3ccc(S(=O)(=O)N4CCN(C)CC4)cc3)cc2)CC1
→ -0.33 | -11 | 10 | 0.9 | -1.1 | -0.28 | -7 | 0.045 | 6
> CCOc1ccc(CNC23CN4CN(CN(C4)C2)C3)cc1
→ 0.25 | 5 | -2 | 0.8 | -0.9 | . | 3 | -0.29 | 7
> COc1ccc(-c2cc(C(F)(F)F)n3nc(C(=O)N4CCCCC4)cc3n2)cc1
→ -2.5 | . | -4 | 1 | . | 5.7* | . | -0.85 | .

An excerpt from above, showing only HEK293 NFkB inh.
structure,HEK293 NFkB inh
COc1ccc(N(CC(=O)NCCSc2ccccn2)S(C)(=O)=O)cc1Cl,10
C=CCNc1ncnc2ccccc12,-2

In the list so far, these contain two or more sulfur atoms:
Order of results – M1 ag | S1P1 ag pot | Ec RNAP inh | TNAP act DEA | S1P3 ag | D1 mod | Jurkat tox 60K | M1 antag | HEK293 NFkB inh
> CSc1nc(N)nc(SC2C=CCCC2)c1C#N (configuration not stated)
→ 0.54 | . | 7 | 0.9 | 0.0 | . | 6 | -0.16 | 1
> O=C(CC(SCc1ccco1)c1ccc(O)cc1)c1cccs1 (configuration not stated)
→ 0.86 | -1 | 3 | 0.6 | -0.6 | . | 25 | -0.37 | 18
> COc1ccc(N(CC(=O)NCCSc2ccccn2)S(C)(=O)=O)cc1Cl
→ -0.65 | . | 9 | 0.9 | . | -0.065 | . | -0.081 | 10
> CC(C)CCn1c(N)c(S(=O)(=O)c2cccs2)c2nc3ccccc3nc21
→ -0.29 | -20 | -1 | 0.8 | 0.3 | 4.1 | -9 | -0.15 | 4
> O=C(C1Cc2ccccc2CN1S(=O)(=O)c1cccs1)N1CCCCC1 (configuration not stated)
→ 0.045 | -6 | 7 | 0.9 | -0.7 | -0.42 | -2 | 0.45 | 5
> CN1CCN(S(=O)(=O)c2ccc(-c3ccc(S(=O)(=O)N4CCN(C)CC4)cc3)cc2)CC1
→ -0.33 | -11 | 10 | 0.9 | -1.1 | -0.28 | -7 | 0.045 | 6
